EWS-Fli block – EWS/Fli transcriptional activity inhibition; inhibition, % at 12.6 µM; A673 NR0B1-luciferase reporter, viability-normalised; 0.67% of 350,000 active;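 active = mean inhibition of at least 50% after viability correction, with every replicate also passing that limit; inconclusive = mean reaches 50% but only one of two replicates passes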;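 note: firefly luciferase signal divided by Alamar Blue viability fluorescence both relative to DMSO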
INS-1E GSIS act – primary screen for activators of insulin secretion dependent on glucose, INS-1E cells, GLuc reporter luminescence | INS-1E GLuc reporter insulin secretion, 2-3 h | activation, % at 16.6 µM | 0.61% of 370,000 active | AID 743287;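 active = lowest replicate activation of at least 40%, so every replicate reaches that level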;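 note: 0% = median of neutral control wells and 100% = median of IBMX positive control wells; some compounds called inactive have numbers as strong as hits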
DENV2 CPE – inhibitors of DENV2 cytopathic effect; DENV2-infected cells, cytopathic effect rescue, plate reader; CPE inhibition, % at 9.99 µM; 1.7% of 350,000 active; AID 651640; in the data active = CPE inhibition above about 20%, passing the limit was not always enough; inconclusive = no clear call, values can overlap the other calls; tested in BHK-21 cells;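 note: 0% = median of neutral control wells and 100% = median of positive control wells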
FN deposit inh – fibronectin deposition inhibition. AH1F fibroblasts, Alexa488-fibronectin deposition fluorescence, overnight. inhibition, % at 12.6 µM. 0.086% of 350,000 active;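 active = mean inhibition across replicates of 30% or more, regardless of how many single replicates reach that level; inconclusive = mean under 30% yet at least half of replicates reach 30%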;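 note: positive control wells lacked labelled fibronectin entirely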
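Material: AH1F fibroblast monolayer depositing Alexa488-labelled fibronectin into matrix | Input: 10000 AH1F cells/well | Medium: DMEM plus 2% serum, read in PBS | Reagent: Alexa488-fibronectin, 24 nM final in well | Compound dosing: One dose per compound, pinned | Schedule: 1 h adhesion, overnight exposure | Measured by: Fluorescence at 485 nm excitation, 525 nm emission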
PAX8 inh HTS – lowers PAX8-driven luciferase in RMG-I cells | RMG-I TPO-luciferase reporter, SteadyGlo, 24 h | inhibition, % at 12.6 µM | 1.2% of 360,000 active | AID 652154;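 active = mean replicate inhibition at least 60% with every replicate also reaching 60%; inconclusive = only one of the two criteria is met; inactive = mean below 60% and not all replicates reaching 60%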;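 note: luciferase light reporting Pax8 driven TPO promoter activity; plate controls were median of neutral control wells for no effect and mitoxantrone controls for full effect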
miR-122 sensor – miR-122 inhibition in Huh7 cells. activation (reporter increase), % at 12.5 µM. AID 602342. Huh7 miR-122 Renilla luciferase sensor, 48 h; neutral wells = 0, positive control = 100. 0.3% of 340,000 active;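 active = mean replicate activation score at least 90 and every replicate individually at or above 90; inconclusive = only one of the two criteria met; inactive = neither criterion met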;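 note: higher luciferase means less miR-122 activity so hits act as miR-122 inhibitors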
CFTR F508del cor – correctors of CFTR F508del function in bronchial epithelial cells. CFBE cells, YFP halide quenching; stimulated with forskolin plus potentiator P3; % fluorescence drop versus neutral controls. activity (quench increase), % at 7.58 µM. 0.36% of 350,000 active;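 active = mean added fluorescence quench of at least 8% versus neutral control, with both replicates also reaching 8%; inconclusive = only one of the mean or replicate conditions met; inactive = mean below 8% and not both replicates reaching 8%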;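 note: cells transiently co-express mutant CFTR-F508del with the halide-sensitive YFP; corrector assay measuring rescue of mutant channel to the surface after 24 h compound exposure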
Active calls of the source: *; ? = inconclusive; / = not tested or not shown; [ ] = remark or other dose.

SMILES | EWS-Fli block | INS-1E GSIS act | DENV2 CPE | FN deposit inh | PAX8 inh HTS | miR-122 sensor | CFTR F508del cor
Cc1cccc(S(=O)(=O)N2CCCCN3[C@H](CO)[C@@H](c4ccc(C#CC(C)C)cc4)[C@H]3C2)c1 | 0.0 | 57.5 | -22.5 | / | 24.1 | 1.6[16.7 µM] | -2.6
S=C(NCCc1ccc(Cl)cc1)NC1CCCC1 | -32.9 | 2.4 | 5.4 | / | -47.8 | / | 1.3
Cc1cccc(NS(=O)(=O)c2cccc([N+](=O)[O-])c2)n1 | -2.2 | 6.6 | -2.3 | -4.8 | -2.4 | 83.8 | 0.6
COc1ccc(-c2nc(CS(=O)(=O)CC(=O)Nc3ccc(Cl)cc3)c(C)o2)cc1 | -24.4 | -0.7 | 17.5 | -5.1 | -31.1 | 9.3 | 3.8
O=C1c2ccc(-c3nc4ccccc4o3)cc2C(=O)N1Cc1ccccc1 | / | / | / | 14.0 | 63.6* | 0.5 | /
CC(=O)OC(COC1C[C@@H]2CC[C@@]1(C)C2(C)C)C[N+]1(C)CCCCC1 (stereo partly drawn) | 11.8 | / | -0.1 | 3.7 | -11.7 | / | 0.5
O=S(=O)(Nc1ccc(C(F)(F)F)cn1)c1ccccc1 | 0.1 | -14.4 | -1.1 | 3.3 | 12.2 | / | 1.1
CCOC(=O)c1ccc(NC(=O)c2cccc(S(=O)(=O)N3c4ccccc4CC3C)c2)s1 (stereo not drawn) | / | -29.7 | / | 15.5 | 24.4 | 7.7 | /
Cc1ccccc1S(=O)(=O)NCC[C@H]1CC[C@@H](NC(=O)C2CCOCC2)[C@H](CO)O1 | 3.4 | 2.7 | 6.9 | / | -20.9 | -3.5[16.7 µM] | 0.5
CCS(=O)(=O)c1ccc(O)c(NC(=O)CCCC(=O)O)c1 | -0.2 | / | -8.5 | -1.7 | -2.8 | 0.2 | -1.7
Cn1cnc([N+](=O)[O-])c1Sc1nc(N)nc2c1ncn2C1OC(CO)C(O)C1O (stereo not drawn) | 49.3 | 7.2 | -6.4 | 3.3 | / | 0.4 | -1.1
COC(=O)c1cc(S(=O)(=O)NC2CCC(C)CC2)cn1C (stereo not drawn) | 8.4 | -0.2 | 0.9 | -2.1 | 5.7 | / | 4.1
COc1ccc(O)c(C2(O)C(=O)c3ccccc3C2=O)c1 | 3.9 | -5.8 | -5.5 | 2.2 | -18.5 | 4.4 | -1.6
CC(NC(=O)COc1ccccc1F)C1CC2CCC1C2 (stereo not drawn) | 14.8 | 2.1 | 3.3 | -1.4 | -2.9 | / | 1.4
CCC/C=C1/CCCOC(C(=O)NCCN2CCOCC2)(C(F)(F)F)C1 (stereo not drawn) | -3.9 | / | -7.9 | 0.3 | 4.4 | -3.1 | 4.6
COc1ccc(Cl)cc1NC(=O)CN(C)Cc1ccc(OC)c(OC)c1 | -5.8 | 39.7 | / | 8.4 | -7.8 | -5.7 | 0.0
Cc1n[nH]c(=O)c2c(NC(=O)COC(=O)COc3cccc(Br)c3)oc(C)c12 | -6.3 | 17.1 | -6.9 | / | -5.0 | -8.2 | 3.6
O=S1(=O)N[C@H](Cc2ccccc2)COc2cccc(F)c21 | 2.5 | 14.3 | -3.8 | -8.8 | 2.7 | / | 1.6
Cc1ccccc1-c1cc2nc(NCc3ccc4occc4c3)n(C)c(=O)c2s1 | 11.1 | -29.7 | -7.1 | / | 12.1 | -0.4 | 0.2
O=C(NC1CCCC1)[C@@H]1[C@@H](CO)[C@@H]2Cn3c(ccc(-c4ccncc4)c3=O)[C@@H]2N1CCc1ccccc1 | 10.5 | -12.7 | 2.0 | / | 6.2 | -5.9[16.7 µM] | 2.3
Cc1cccc(-n2cc[nH]c2=S)c1 | / | 19.7 | / | 1.9 | 2.6 | 3.7 | /
O=C(Nc1ncc(Cc2cccc(Cl)c2Cl)s1)c1ccc([N+](=O)[O-])cc1 | / | / | / | 6.3 | 7.8 | 0.7 | /
COc1ccc(-c2[nH]ncc2CN2CCN(Cc3cccs3)CC2)c(F)c1 | 10.3 | -6.2 | -0.5 | / | -6.3 | 11.2 | -3.1
Nc1nc2c(ncn2[C@@H]2O[C@H](CNC(=O)[C@H](N)Cc3cncn3COCc3ccccc3)[C@@H](O)[C@H]2O)c(=O)[nH]1 | 4.2 | / | ? | -1.8 | -10.5 | 0.3 | -0.4
CN1[C@@H]2c3ccc(/C=C/c4ccccc4)c(=O)n3C[C@@H]2[C@@H](CO)[C@@H]1C(=O)NC1CCC1 | -1.4 | -10.3 | 19.0 | 6.8 | / | -0.5[16.7 µM] | 1.9

In the list so far, these have a furan ring, fused or not.
SMILES | EWS-Fli block | INS-1E GSIS act | DENV2 CPE | FN deposit inh | PAX8 inh HTS | miR-122 sensor | CFTR F508del cor
Cc1n[nH]c(=O)c2c(NC(=O)COC(=O)COc3cccc(Br)c3)oc(C)c12 | -6.3 | 17.1 | -6.9 | / | -5.0 | -8.2 | 3.6
Cc1ccccc1-c1cc2nc(NCc3ccc4occc4c3)n(C)c(=O)c2s1 | 11.1 | -29.7 | -7.1 | / | 12.1 | -0.4 | 0.2

The listing continues:
SMILES | EWS-Fli block | INS-1E GSIS act | DENV2 CPE | FN deposit inh | PAX8 inh HTS | miR-122 sensor | CFTR F508del cor
CCOC(=O)Cc1cnc(NC(=O)CSc2nc(N)cc(N)n2)s1 | 4.7 | -3.3 | -5.3 | -11.0 | 1.6 | / | -0.1
NS(=O)(=O)c1ccc(NC(=S)NNC(=O)CCC(=O)Nc2ccccc2Cl)cc1 | -1.1 | 12.1 | / | / | -22.4 | -5.8 | 0.6
C[C@H]1CN([C@@H](C)CO)C(=O)c2cc(C#CC3CC3)cnc2O[C@H]1CN(C)C(=O)CC1CC1 | 4.2 | -1.4 | 14.8 | -1.7 | / | 0.1[16.7 µM] | 1.9
Cc1ccc(C2(c3ccc(C)cc3)NC(=O)N(CC(N)=O)C2=O)cc1 | -13.4 | -5.2 | -3.4 | -7.1 | 1.4 | -0.9 | -1.5
CCC(=O)N1[C@H](CO)[C@@H](c2ccccc2)C12CN(CCC(F)(F)F)C2 | -2.5 | 14.5 | 3.5 | / | -4.9 | / | -5.9
O=C(NN1CCOCC1)c1cnn2c(C(F)F)cc(-c3ccccc3)nc12 | 7.4 | 3.0 | 5.1 | -14.4 | 7.3 | / | 1.9
COc1cc([C@@H]2CC=C(C(=O)O)[C@H](c3ccc(Cl)cc3)N2S(=O)(=O)c2ccc(C)cc2)cc(OC)c1OC | -7.9 | -2.0 | ? | 6.9 | 21.4 | 0.1 | -1.5
C[C@@H]1CCCCO[C@@H](CN(C)S(=O)(=O)c2ccc(Cl)cc2)[C@H](C)CN([C@H](C)CO)C(=O)c2cc(NC(=O)CCC(F)(F)F)ccc2O1 | 11.2 | -14.5 | -6.8 | 6.4 | 51.6 | -8.0[16.7 µM] | 2.9
Cc1nc2ccc(C(=O)OCc3nnc(-c4ccccc4)o3)cc2nc1C | / | 13.4 | 7.5 | / | -3.7 | -5.7 | 2.1
CCCNC(=O)[C@H]1[C@H](CO)[C@H]2Cn3c(ccc(C4=CCCCC4)c3=O)[C@@H]1N2C(=O)CC | 3.4 | -0.6 | 1.1 | / | / | -4.1[16.7 µM] | -0.7
Nc1cc(=O)[nH]c(SCC(=O)Nc2ccc(S(=O)(=O)N3CCCCC3)cc2)n1 | -45.1 | 4.9 | -0.7 | -8.6 | -3.8 | / | 0.9
COCc1cn(CC[C@H]2CC[C@@H](NC(=O)Nc3ccc(C(F)(F)F)cc3)[C@@H](CO)O2)nn1 | / | -4.7 | 2.3 | -0.9 | / | / | -4.0
O=C(NCc1ccccc1)N1CCN(c2ccccc2)CC1 | -8.8 | -5.4 | 7.6 | -9.4 | 7.5 | 2.7 | -3.5
N#C[C@H]1[C@@H](c2ccccc2)[C@@H](CO)N1C(=O)c1cccnc1 | -8.1 | 0.9 | -4.6 | -8.1 | -14.0 | / | 0.8
O=c1nccc(SCc2ccc(Cl)cc2Cl)[nH]1 | -14.5 | 14.6 | 0.6 | 7.5 | -9.7 | / | 0.4
CC1(C(=O)NCc2ccccc2)CCC(=O)N1CCc1c[nH]c2ccccc12 (stereo not drawn) | -8.0 | -2.1 | -4.1 | 9.1 | -0.8 | 2.8 | 3.2
COc1cc(Cl)c(S(=O)(=O)N2CCOCC2)cc1Cl | / | / | / | 2.7 | -3.4 | -0.2 | /
CCOc1ccc(CC(=O)N2CCN(c3ccc(N4CCOCC4)nn3)CC2)cc1OCC | 7.9 | / | 17.9 | -10.1 | 14.1 | -2.4 | -3.9
CC1Cc2ccccc2N1C(=O)CCn1cccn1 (stereo not drawn) | / | 14.1 | -3.9 | 15.0 | 0.9 | 2.8 | -2.2
COc1ccc(-c2cnc3c(c2)CCC3(C#N)C#N)cc1 | 9.5 | / | -0.7 | 0.9 | 17.6 | 15.8 | 2.2
CCn1cc(S(=O)(=O)NCc2ccc3c(c2)OCO3)cn1 | -3.5 | 4.7 | 4.5 | 4.1 | 15.9 | -2.4 | -1.5
C[C@H](CO)N1C[C@H](C)[C@H](CN(C)C(=O)Cc2ccccc2)OCCCC[C@H](C)Oc2ccc(N(C)C)cc2C1=O | -2.0 | -8.9 | -3.7 | / | 18.9 | -10.5[16.7 µM] | -0.8
O=C(NCCc1ccncc1)[C@@H]1[C@@H](CO)[C@@H]2Cn3c(ccc(C4=CCCCC4)c3=O)[C@H]1N2CC1CC1 | 3.3 | 11.1 | 2.2 | / | / | / | /
CO[C@H](CN(C)C(=O)c1cnccn1)[C@@H](C)CN([C@H](C)CO)S(=O)(=O)c1ccccc1 | -0.6 | 4.5 | -2.9 | 3.3 | / | / | -0.6
O=C(NCC[C@@H]1CC[C@H](NS(=O)(=O)Cc2ccccc2)[C@H](CO)O1)C1CC1 | 9.3 | 11.4 | 0.9 | -7.7 | -2.6 | / | -1.5

Continued.
SMILES | EWS-Fli block | INS-1E GSIS act | DENV2 CPE | FN deposit inh | PAX8 inh HTS | miR-122 sensor | CFTR F508del cor
Cc1nn(C)cc1/C=N/NC(=O)Cn1cncn1 | 6.1 | 8.4 | 3.7 | -11.5 | 4.6 | -4.0 | -1.6
CC(C)(C)c1cnnn1-c1ccc(C(=O)CCl)cc1 | / | 2.6 | / | 13.1 | / | 0.4 | /
C[C@@H]1CN([C@@H](C)CO)C(=O)c2cc(NC(=O)C3CCCCC3)ccc2O[C@@H](C)CCCCO[C@@H]1CN(C)S(=O)(=O)c1cn(C)cn1 | -1.7 | 22.4 | 5.2 | / | -4.5 | -2.0[16.7 µM] | 0.2
CN(C)C(=O)c1cccc(-c2ccc3c(c2)[C@@H]2[C@@H](CCN2C(=O)Cc2ccccn2)[C@@H](CO)N3C)c1 | -4.8 | -3.3 | -17.1 | -4.9 | 5.8 | -3.3[16.7 µM] | 1.2
Cc1noc(C)c1S(=O)(=O)N(C)C[C@H]1Oc2ccc(NC(=O)CCCN(C)C)cc2CC(=O)N([C@H](C)CO)C[C@@H]1C | -10.6 | 11.0 | -13.3 | / | -46.8 | -4.9[16.7 µM] | 1.2
Cc1cccc([C@@H]2[C@@H]3C(=O)N(Cc4ccccc4)C(=O)[C@@H]3[C@]3(C)C(=O)N(c4cccc(Cl)c4)C(=O)N23)c1 | -4.2 | 1.1 | 0.1 | 6.7 | 6.7 | -2.7 | -3.5
O=C(NCCOc1ccc(Cl)cc1)c1ccco1 | -28.7 | -7.1 | 5.5 | -1.8 | -4.5 | -0.5 | -1.2
NNC(=O)[C@@H]1C[C@@H]1c1ccccc1 | -3.6 | -15.3 | -1.0 | -0.8 | -3.2 | -9.2 | -0.1
O=[N+]([O-])c1ccccc1S(=O)(=O)N1CCN(Cc2cc3c(cc2O)OCO3)CC1 | -0.5 | 17.7 | -1.6 | / | -1.1 | 2.2 | 3.7

Source: PubChem (Broad Institute)

An unsorted share of the library. About 3.9% of those tested had a hit in this group.
